S1P2 blocker – human S1P2 receptor antagonists, primary screen, cell-based; Sphingosine 1-phosphate receptor 2 (Homo sapiens), O95136; cell-based S1P2 antagonist assay, inhibition at 5 uM; inhibition, % at 5 µM; 0.21% of 97,000 active; AID 736, 2007; in the data active means inhibition above about 45%;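 further: CRE beta-lactamase reporter cells expressing human S1P2 stimulated with S1P; 0% = agonist at EC80 alone and 100% = agonist plus reference antagonist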
FAK inh – FAK kinase inhibitors, primary screen, biochemical; Focal adhesion kinase 1 (Homo sapiens), Q05397; biochemical FAK kinase activity assay; inhibition, %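 (tested at 7 µM)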; 0.84% of 97,000 active; AID 727, 2007; in the data active means inhibition above about 19%;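 further: 0% = DMSO and 100% = reference compound high control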
Rev-RRE block – HIV-1 Rev-RRE binding inhibitors, primary screen, biochemical, FRET, protein-RNA interaction; P05866; Rev peptide-RRE RNA binding; inhibition, % at 8 µM; 0.79% of 97,000 active; AID 704, 2007;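 active means inhibition above the screen-wide mean plus 3 SD, cut at about 35% in these data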;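 further: 0% = median DMSO wells and 100% = median Neomycin B control wells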
Target sequence (P05866 whole entry, looked up): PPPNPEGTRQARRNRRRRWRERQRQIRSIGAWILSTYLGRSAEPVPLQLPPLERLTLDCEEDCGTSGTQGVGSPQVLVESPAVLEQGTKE
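Material: labelled RRE RNA duplex and labelled Rev peptide / Buffer or medium: HEPES pH 7.5 salt buffer with EDTA / Compound dosing: single point, 8 µM final nominal compound concentration / Benchmarks: DMSO low control, neomycin B high control / Timing: 5 min preincubation and 15 min binding, 25 °C / Technique: FRET fluorescence readout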
PostGolgi yeast – phenotypic screen on post-Golgi transport, primary screen; inhibition, % at 10 µM; 0.9% of 98,000 active; post-Golgi transport phenotypic cell assay;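 further: yeast cells grown in 1536-well plates; yeast grown about 18 h at 30C before absorbance read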
PTPN22 act – LYP phosphatase activators, primary screen, biochemical, DiFMUP fluorescence, 2 µM. Tyrosine-protein phosphatase non-receptor type 22 (Homo sapiens), Q9Y2R2. activation, % at 2 µM. 0.11% of 96,000 active. recombinant LYP; 0 = plate median, 100 = signal doubled;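 active means activation at 2 µM above a set limit, the mean plus 5 SD, cut at about 37% in these data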
Target sequence (Q9Y2R2 whole entry, looked up): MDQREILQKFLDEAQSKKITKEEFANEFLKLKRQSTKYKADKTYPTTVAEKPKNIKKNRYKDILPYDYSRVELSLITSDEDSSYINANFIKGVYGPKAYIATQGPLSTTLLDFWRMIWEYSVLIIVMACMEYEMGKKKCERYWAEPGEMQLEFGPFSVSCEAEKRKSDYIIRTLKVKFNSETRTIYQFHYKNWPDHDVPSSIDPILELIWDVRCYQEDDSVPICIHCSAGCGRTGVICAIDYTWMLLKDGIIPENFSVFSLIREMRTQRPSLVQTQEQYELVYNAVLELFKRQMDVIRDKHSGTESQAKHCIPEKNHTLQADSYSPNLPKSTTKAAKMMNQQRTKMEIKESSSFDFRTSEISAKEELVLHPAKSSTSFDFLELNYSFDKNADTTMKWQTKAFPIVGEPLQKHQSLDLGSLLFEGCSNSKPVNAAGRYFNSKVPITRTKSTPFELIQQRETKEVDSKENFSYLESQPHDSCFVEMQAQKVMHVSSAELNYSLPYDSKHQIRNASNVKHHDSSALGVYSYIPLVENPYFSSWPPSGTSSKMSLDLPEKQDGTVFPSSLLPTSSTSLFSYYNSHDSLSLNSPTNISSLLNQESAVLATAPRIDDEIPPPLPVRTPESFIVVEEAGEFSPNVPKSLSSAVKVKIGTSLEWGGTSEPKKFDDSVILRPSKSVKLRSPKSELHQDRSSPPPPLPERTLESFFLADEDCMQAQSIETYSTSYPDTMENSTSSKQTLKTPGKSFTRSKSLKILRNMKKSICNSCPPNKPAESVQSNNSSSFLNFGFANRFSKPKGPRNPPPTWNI
EphB4 ephrin blk – EphB4-ephrin-B2 interaction antagonists, primary screen, biochemical, TNYL-RAW peptide probe, fluorescence polarization. inhibition, % at 7 µM. 0.15% of 97,000 active. Ephrin type-B receptor 4 (Homo sapiens), P54760. EphB4 LBD / TNYL-RAW-Alexa532 peptide;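 active means inhibition above the screen-wide mean inhibition plus 3 SD, cut at about 15% in these data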;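 further: 0% = DMSO wells and 100% = excess unlabeled TNYL-RAW peptide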
PostGolgi ctrl – growth inhibition of yeast control strain, primary screen, counter-screen for post-Golgi transport modulator project | efflux-deficient yeast background strain, growth absorbance A615, 16 h | 5% of 98,000 active | inhibition, % at 10 µM
S1P2 agonist – S1P2 receptor agonists, primary screen, cell-based. S1P2-expressing cell line, agonist reporter read-out. AID 729, 2007. 0.46% of 97,000 active. activation, % at 4.5 µM; in the data active means activation above about 16%;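 further: 0% = vehicle low control and 100% = maximal reference agonist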
PTPN22 inh 2 – PTPN22 phosphatase inhibitors, primary screen, biochemical, DiFMUP fluorescence, 2 µM; 0.21% of 96,000 active; recombinant LYP catalytic domain; AID 640, 2007; inhibition, % at 2 µM;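 active means inhibition at 2 µM at or above a set limit, the screen mean plus 3 SD, cut at about 24% in these data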;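 further: 0% = DMSO with enzyme and 100% = enzyme fully blocked by orthovanadate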
Active calls of the source: *; / = not tested or not shown. Unless noted, no stated cut-off is given here; in the data, active means inhibition above about 30%; inactive means the rest.

SMILES | S1P2 blocker | FAK inh | Rev-RRE block | PostGolgi yeast | PTPN22 act | EphB4 ephrin blk | PostGolgi ctrl | S1P2 agonist | PTPN22 inh 2
CCN(CC)CCCNC(=O)C1c2cc(OC)c(OC)cc2C(=O)N(C)C1c1cccs1 (stereo not drawn) | -12 | -2 | 5 | 2 | -1 | 5 | -11 | -3 | 2
COc1cc2cc(CN(CCN3CCCC3)C(=O)Nc3ccc(F)cc3)c(=O)[nH]c2cc1OC | 12 | -4 | 8 | 2 | 10 | -7 | 2 | -4 | -13
O=C(O)C1Sc2[nH]c(=O)sc2C2c3cc(Cl)ccc3OC(=O)C12 (stereo not drawn) | 10 | -5 | 8 | -2 | -4 | -10 | 2 | -9 | 1
O=S(=O)(Nc1ncn[nH]1)c1ccc2ccccc2c1 | -15 | -1 | 3 | 13 | 12 | -5 | 0 | 1 | -10
O=C(NC1CC1)C1CC(=O)N(C2CCCCC2)C1 (stereo not drawn) | -3 | -4 | 6 | 0 | 4 | -12 | 5 | 1 | -4
Cc1ccc(S(=O)(=O)/N=C(\N)Nc2nc(C)c3cc(C)c(C)cc3n2)cc1 | 5 | 0 | 4 | -7 | -2 | -7 | 40* | -3 | 8
Cc1occc1C(=O)NNC(=S)NCC(C)C | 9 | -1 | 16 | -1 | 4 | 5 | 3 | -3 | -1
CCCCOC(=O)N1CCOCCOCCN(C(=O)OCCCC)CCOCCOCC1 | -6 | -6 | -2 | -8 | -5 | 7 | 10 | -7 | 6
O=C(/C=C/c1ccccc1)NCCSCc1ccccc1Cl | 13 | 1 | 12 | 0 | -4 | -3 | 10 | -7 | 8
CONC(=O)C1CCN(C(=O)OCc2ccccc2)CC1 | 8 | -11 | -1 | 19 | 9 | -5 | 3 | -5 | -4
CCCCOC(=O)CSc1nc2c(cc1C#N)C(=O)CC(C)(C)C2 | 3 | 2 | 9 | 16 | -15 | 1 | 14 | 3 | 13
CC(=O)C(CC(=O)N1CCCc2ccccc21)C(=O)Nc1ccc(F)cc1 (stereo not drawn) | -22 | -1 | 0 | 1 | -12 | -3 | 9 | 2 | 13
CCOC(=O)c1cc2sc(C)cc2n1CC(=O)N1CCc2ccccc21 | -20 | -1 | 1 | -2 | 16 | -3 | 5 | -6 | -17
CCc1nnc(NS(=O)(=O)c2ccc(NC(=S)NC(=O)/C=C/c3ccc(C(C)C)cc3)cc2)s1 | -4 | 17 | 1 | 5 | -31 | -1 | 12 | -3 | 33*
O=C1CC(c2cccc(Br)c2)c2cc3c(cc2N1)CCC3 (stereo not drawn) | -10 | 3 | 9 | 19 | -3 | -11 | 90* | -4 | 6
O=C(Nc1nc(=O)n(C(=O)C2CC2)s1)c1ccccc1 | 2 | -7 | 10 | 5 | 0 | 2 | 7 | -10 | 4
C=CCNC(=O)c1cc(-c2ccccc2O)on1 | 17 | 2 | 8 | -5 | 4 | -5 | -4 | -6 | -5
O=Cc1cc2ccccc2nc1SCc1ccc(Cl)cc1 | 13 | 1 | 17 | 68* | -5 | -10 | 23 | -8 | 7
COc1cc(S(=O)(=O)N(Cc2ccccn2)Cc2ccccc2Cl)ccc1-n1cnnn1 | -17 | 2 | 8 | / | -11 | -3 | / | -3 | 11
CC(C)CCNC(=O)Cc1ccccc1[N+](=O)[O-] | 14 | 2 | 4 | 1 | 12 | -3 | 5 | -6 | -6

Part of the list above, with values under each structure.
Results follow in this order: S1P2 blocker	FAK inh	Rev-RRE block	PostGolgi yeast	PTPN22 act	EphB4 ephrin blk	PostGolgi ctrl	S1P2 agonist	PTPN22 inh 2
O=C(Nc1nc(=O)n(C(=O)C2CC2)s1)c1ccccc1
  2	-7	10	5	0	2	7	-10	4
C=CCNC(=O)c1cc(-c2ccccc2O)on1
  17	2	8	-5	4	-5	-4	-6	-5
O=Cc1cc2ccccc2nc1SCc1ccc(Cl)cc1
  13	1	17	68*	-5	-10	23	-8	7
COc1cc(S(=O)(=O)N(Cc2ccccn2)Cc2ccccc2Cl)ccc1-n1cnnn1
  -17	2	8	/	-11	-3	/	-3	11

The list continues:
SMILES | S1P2 blocker | FAK inh | Rev-RRE block | PostGolgi yeast | PTPN22 act | EphB4 ephrin blk | PostGolgi ctrl | S1P2 agonist | PTPN22 inh 2
Nc1cccc(C(=O)Nc2ccc(N)cc2Cl)c1 | 11 | 1 | 4 | 4 | 2 | -3 | 28 | -6 | -4
COc1ccc2oc(C)c(C(N)=O)c2c1 | -8 | 2 | 2 | 17 | 1 | -3 | -1 | -5 | -3
O=C(CN1C(=O)C2CC=CCC2C1=O)Nc1nnc(SCc2ccc(F)cc2)s1 (stereo not drawn) | 25 | 4 | 5 | 13 | -3 | 2 | 2 | -8 | 7
Cc1cccc2c(=O)c(C(=O)NCc3cccs3)c[nH]c12 | -20 | 14 | 9 | / | 8 | 0 | / | -2 | -7
CSc1nc(Oc2ccc(F)cc2)c2ccccc2n1 | 9 | 9 | 13 | 3 | 4 | 0 | 26 | -2 | -1
O=C1CC(N2CCCCCC2)C(=O)N1c1ccc2c(c1)OCO2 (stereo not drawn) | 1 | 0 | -1 | -42 | -5 | 2 | -3 | -2 | 5
COc1ccc(C(=O)Nc2nc(C)c(C(=O)N(C)C)s2)cc1OC | 0 | 2 | 1 | 9 | 3 | -6 | 34* | -3 | 1
Cc1ccc(NC(=O)Cc2nc(CSc3nnc(-c4ccc5c(c4)OCO5)o3)cs2)cc1 | 18 | -2 | 6 | 15 | -7 | -8 | 21 | -5 | 5
O=C(c1cc(-c2cccs2)on1)N1CCN(c2ccc(F)cc2)CC1 | 9 | -3 | 5 | 4 | 0 | 2 | 11 | -3 | -1
CCOC(=O)c1cc(-c2ccc(OC)cc2F)nc2c1c(C)nn2CCC#N | -20 | 6 | 5 | -3 | -3 | 2 | 45* | 5 | -1
CCOC(=O)/C(C(C)=O)=C1\OC(=O)c2ccccc21 | 5 | 3 | -2 | 2 | 0 | -3 | -2 | -5 | 0
Cc1ccc(SC(c2ccc(C)cc2)C(Cn2cncn2)C(=O)c2ccccc2)cc1 (stereo not drawn) | -8 | 1 | -1 | 17 | -6 | 2 | -8 | -2 | 7
Cc1nc(N2CCC(C)CC2)c2nnn(Cc3ccccc3)c2n1 | -24 | 0 | 2 | / | 7 | -4 | / | 7 | -9
CNc1nnc(-c2ccc(N(C)C)cc2)s1 | 1 | 0 | 0 | / | -1 | -6 | / | -4 | -1
CCCCn1c2c(c(=O)n(C)c1=O)C(c1ccc(OC)cc1)N1CCCCCC1=N2 (stereo not drawn) | -8 | 6 | 0 | -12 | -7 | 4 | 11 | -2 | 7
CC1(C)CC(=O)C=C(N2CCNCC2)C1 | 10 | 0 | 8 | -7 | -3 | 5 | -6 | -4 | 2
COc1ccc(OC)c(S(=O)(=O)Nc2ccc(Oc3ccccc3)cc2)c1 | -6 | 1 | 5 | 9 | 26 | -2 | 27 | -6 | -21
Cc1occc1C(=O)Nc1cc(C(C)(C)C)on1 | 13 | 5 | 3 | -4 | -4 | 5 | 2 | 0 | 2
O=C(c1cnsn1)N1CCN(c2ccccc2)CC1 | -5 | 1 | 5 | 12 | -10 | 3 | -14 | -2 | 10
CN1CCC(C2(O)c3ccccc3CSc3sccc32)CC1 (stereo not drawn) | -6 | 0 | -1 | / | 1 | 3 | / | -4 | -1
CC1CCCC(C)N1C(=O)CSCc1ccc(Cl)cc1 (stereo not drawn) | 2 | -1 | 9 | 6 | -2 | -4 | 12 | -4 | 4
COc1ccc(Cc2noc(-c3ccc(OC)c(OC)c3)n2)cc1OC | 0 | 7 | 6 | 26 | -8 | 5 | 22 | -3 | 6
CC(C)(C)NC(=O)Cn1c(SCC(=O)NCc2cccs2)nc2ccccc21 | -3 | -2 | 1 | 2 | -6 | -3 | 3 | -4 | 3
Cc1ccc(C)c(OCc2nnc(N)s2)c1 | 19 | 1 | 9 | 6 | 4 | 8 | -3 | -3 | 0
COc1cccc(C(=O)NC2CCN(C(=O)N3c4ccccc4Sc4ccccc43)CC2)c1 | 7 | 2 | 4 | 10 | -8 | 2 | 5 | -4 | 12
CC(C)(C)c1cc(CNC2CS(=O)(=O)C[C@@H]2O)cc(C(C)(C)C)c1O (stereo partly drawn) | 13 | 0 | 14 | -5 | 4 | -2 | 4 | -3 | -5
O=C(OCc1nc2ccccc2s1)c1ccc(Br)s1 | 15 | 10 | 21 | -5 | 1 | 6 | -1 | -3 | -3
Nc1nc(SCC(=O)NC2CCCC2)[nH]c(=O)c1-c1ccccc1 | 8 | 2 | 5 | -10 | -2 | -5 | 18 | -1 | 3
COCCn1c(=O)[nH]c2cc(C(=O)NCCCN3CCN(c4ccc(F)cc4)CC3)ccc2c1=O | 12 | 1 | 4 | -7 | 4 | 5 | -12 | -7 | 0
COC(=O)C1=C(C)NC(=O)CC1c1ccccc1 (stereo not drawn) | -12 | 1 | 9 | / | 10 | 1 | / | 0 | -11
O=C(O)CC1CCCC(c2ccccc2)C1=O (stereo not drawn) | -4 | -1 | 4 | / | 10 | 2 | / | -2 | -6
COc1cc2c(C(=O)NCc3ccc4c(c3)OCO4)cn(CC(C)C)c(=O)c2cc1OC | 3 | 3 | 7 | -5 | -8 | 1 | 4 | 2 | 6
Cc1ccccc1NC1=NS(=O)(=O)c2ccccc21 | 1 | 0 | 7 | 9 | -4 | 3 | 5 | -3 | 6
O=C1CSC(c2cn(-c3ccccc3)nc2-c2cc3ccccc3o2)N1Cc1ccccc1 (stereo not drawn) | -6 | -2 | 5 | 4 | 6 | 5 | 11 | -7 | -10
COc1ccc(-c2noc(-c3ccccc3C(=O)N3CCOCC3)n2)cc1 | 5 | 0 | 5 | 4 | -5 | 0 | -6 | -1 | 6
O=C(COC(=O)c1ccccn1)NC1CCCCC1 | -5 | -1 | 6 | -1 | -6 | -3 | 1 | -4 | 9
CC(C)(C)OC(=O)N1CCOCCOCCN(C(=O)OC(C)(C)C)CCOCCOCC1 | 6 | -3 | -5 | -9 | 2 | -7 | -6 | -5 | 2
CCn1c(SCc2cccnc2)nnc1-c1c[nH]c2ccccc12 | 14 | -2 | 7 | 2 | / | 4 | 19 | -4 | /
Oc1c(Cl)cc(Cl)cc1CNc1ccc(Br)cn1 | -38 | 2 | 13 | 5 | 7 | -5 | 11 | -1 | -5
O=C(NC1CCCCCC1)c1cc(S(=O)(=O)N2CCC3(CC2)OCCO3)ccc1F | -1 | 0 | 9 | -8 | -3 | 6 | 4 | -2 | 0
COc1ccc(N2CCC(CNC(=O)Nc3ccccc3)C2)cc1 (stereo not drawn) | 0 | 0 | 3 | 1 | 7 | -3 | 12 | -11 | -6
CCc1ccc(S(=O)(=O)NCc2csc(-c3ccccc3)n2)s1 | 16 | 1 | 20 | 15 | 1 | -3 | 36* | -4 | -4
CCOc1ccc(N(CC(=O)NC(C)(C)C)S(=O)(=O)c2c(C)noc2C)cc1 | 3 | 2 | -1 | -1 | -6 | -3 | 11 | -7 | 3
COc1ccc(NC(=O)C(CC(C)C)NC(=O)c2ccccc2C)cn1 (stereo not drawn) | 1 | -1 | 3 | -2 | 4 | -1 | 3 | -3 | -5
COCCCNC(=O)c1cc2c(s1)CS(=O)(=O)C2 | -10 | -1 | 7 | -7 | 4 | 0 | -5 | -1 | -2
COc1ccc(NC(=O)CC(=O)Nc2ccc(OC)cc2OC)c(OC)c1 | 6 | 0 | -1 | -5 | 18 | -13 | 18 | -2 | -21
COc1ccc(Cn2nnnc2C(c2ccccc2OC)N2CCC(C(N)=O)CC2)cc1 (stereo not drawn) | 7 | -2 | 0 | 2 | 2 | 0 | 16 | -3 | 1
